High-throughput results from PubChem.
TDP43 rescue: rescues yeast growth from TDP-43 toxicity; TDP-43 expressing yeast growth rescue, BacTiter-Glo, 24 h; Potency, µM (titrated, usually from 46.1 µM), inactives show top-dose growth rescue (activation), actives largely listed as activators; actives 1.8% (n = 410,000); note: % of control where 0% means no effect; nearly all actives have a fitted effect of over 50% in size
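Growth rescue of TDP-43-toxic yeast measured as ATP luminescence (BacTiter-Glo). Cells grown to mid-log in raffinose, induced in galactose at OD600=0.02, exposed to compound 24 hr at 30 deg C.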
FUS suppressor: FUS proteinopathy suppression in yeast; AID 1347120; actives 0.24% (n = 390,000); Potency, µM (top dose mostly 76.6 µM), without a hit: top-dose growth rescue (activation), usual class: activators; S. cerevisiae FUS-expressing, growth rescue, OD600, 24 h;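 note: plate controls were DMSO vehicle for no effect and reference control for full effect; nearly all actives have a fitted effect of over 55% in size; some results filed as inactive show a strong effect at the top dose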
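Toxicity suppression screen in FUS-yeast. Cells induced with 2% galactose, starting OD 0.005, treated 24hr at 30C with compounds at multiple final concentrations; growth by OD600.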
PTHR1 ag: agonists of human PTHR1 parathyroid hormone receptor; Q03431; HEK293 GP2 PTHR1 cells, GloSensor cAMP luminescence, 1 h; Potency, µM (highest dose often 115 µM), inactives show top-dose activation, actives largely listed as activators; actives 0.075% (n = 410,000); note: nearly all actives have a fitted effect of over 55% in size; some results filed as inactive show a strong effect at the top dose; inactives centre near -15; many of its hits are not listed in these tables
Target sequence (Q03431 whole entry, looked up): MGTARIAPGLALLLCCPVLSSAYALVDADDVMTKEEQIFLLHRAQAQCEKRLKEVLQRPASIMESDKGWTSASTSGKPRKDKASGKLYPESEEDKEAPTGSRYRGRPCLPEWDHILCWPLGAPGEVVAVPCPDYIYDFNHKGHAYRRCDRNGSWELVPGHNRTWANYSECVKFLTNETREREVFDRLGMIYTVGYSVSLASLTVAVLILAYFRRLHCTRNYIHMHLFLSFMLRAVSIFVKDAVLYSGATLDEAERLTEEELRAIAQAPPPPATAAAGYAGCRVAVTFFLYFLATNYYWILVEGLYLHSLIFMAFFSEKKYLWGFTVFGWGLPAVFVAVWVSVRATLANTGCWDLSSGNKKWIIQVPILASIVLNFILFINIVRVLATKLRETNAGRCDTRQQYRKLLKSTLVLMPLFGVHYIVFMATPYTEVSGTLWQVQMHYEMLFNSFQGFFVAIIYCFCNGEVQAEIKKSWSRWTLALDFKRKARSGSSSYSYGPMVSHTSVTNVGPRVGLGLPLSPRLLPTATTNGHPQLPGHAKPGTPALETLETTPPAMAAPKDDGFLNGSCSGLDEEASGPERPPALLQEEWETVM
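HEK-293-derived GP2 cells expressing PTHR1 and a GloSensor cAMP reporter, 3,000/well, plated overnight, given luciferin plus IBMX (each 0.5 mM as added) for 1 h at 37 °C, then compound for 1 h at 37 °C. Luminescence was read after 15 min at room temperature.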
An asterisk follows results filed as active; i = inactive; u = inconclusive; [ ] = remark or other dose. Calls come from the whole dose curve; as a rule, active = well fitted curve in the direction sought with a large enough effect; inconclusive = small, poorly fitted or top-dose-only effect, or another doubt; inactive = no such curve, though single readings can be large; an effect the other way counts as inactive or inconclusive. Potency is the fitted concentration of half-maximal effect. Not all compounds are listed, so the mix of outcomes need not match the whole.

Structure	TDP43 rescue	FUS suppressor	PTHR1 ag
COc1ccc(Cl)cc1NC(=O)c1ccc2nc(Cc3ccccc3)oc2c1	13%	u	-10%
CCOc1ccccc1CNC(=O)c1[nH]c2ccccc2c1Sc1ccccc1	19%	-4%	i
CCOC(=O)c1c(C)[nH]c(C)c1S(=O)(=O)N1CCC(C(=O)N2CCN(c3cccc(C)c3)C(C)C2)CC1 (stereo not drawn)	22%	39%	-4%
COc1ccc(S(=O)(=O)c2c(Nc3ccccc3F)sc(C(=O)c3cccc(OC)c3)c2N)cc1	-3%	43%	i
CCOC(=O)N1CCc2c(sc3c2c(=O)n(Cc2ccccc2)c(=O)n3CC(=O)Nc2cccc(C)c2)C1	13%	5%	-21%
CCn1c(SCCOc2ccccc2F)nc2ccccc21	u	8%	i
O=C(C1CCCCC1)N(Cc1cccnc1)c1nc2c(F)cc(F)cc2s1	u	13%	-3%
O=C(NC1(C(F)(F)F)NC(=O)N(CCc2ccccc2)C1=O)c1ccc(Cl)cc1 (stereo not drawn)	19%	18%	i
Nc1c(C(=O)Nc2ccc(F)cc2)sc2nc(-c3cccs3)cc(C(F)(F)F)c12	0%	-13%	-22%
CCOC(=O)C1CCCN(C(=O)c2ccccc2NC(=O)c2nsc3ccccc23)C1 (stereo not drawn)	29%	22%	u
COc1ccc(CNS(=O)(=O)c2cnc(N)nc2)cc1	12%	-26%	-6%
Cc1ccc(NC(=O)N2CCc3cc(S(=O)(=O)N4CCC(C)CC4)ccc32)cc1	9%	25%	u
CCOc1ccc(N(CC)S(=O)(=O)c2cc(Br)cc3c2N(C(C)=O)C(C)C3)cc1 (stereo not drawn)	21%	-18%	-27%
CN1C(=O)Cc2cc(S(=O)(=O)CCC(=O)Nc3cccc(C(F)(F)F)c3)ccc21	14%	26%	-22%
Cc1ccc(NC(=O)Cn2c(=O)n(Cc3ccccc3)c(=O)c3c(C)c(C(=O)N(C)C)sc32)c(C)c1	0%	40%	i
CCOc1cccc2sc(N3CCN(C(=O)c4ccco4)CC3)nc12	u	17%	i
CCOCCCn1c(SCC(=O)Nc2ccccc2Cl)nc2c(oc3ccccc32)c1=O	8%	-17%	i
Cc1cc(C)cc(NC(=O)Cn2c(C)cc(C)c(C#N)c2=O)c1	18%	-17%	i
CCc1cccc(NC(=O)c2coc(=O)c3ccccc23)c1	u	-14%	-40%[inhibitor]
CCc1ccc(Oc2nc3c(C)cccn3c(=O)c2/C=C(\C#N)c2nc3ccccc3s2)cc1	0%	14%	i
Cc1ccc(CNC(=O)CN(C)S(=O)(=O)c2ccc(Br)s2)cc1	14%	-20%	-5%
COc1cccc(NC(=O)/C(C#N)=C/c2c(C)n(Cc3ccccc3)c3ccccc23)c1	11%	15%	-8%
COc1ccc(OC)c(-c2noc(N3CCN(c4cccc(C)c4C)CC3)n2)c1	9%	0%	-49%[inhibitor]
O=C(OCC1CCCO1)c1ccc2c(c1)N(Cc1ccccc1)C(=O)c1ccccc1S2(=O)=O (stereo not drawn)	18%	33%	i
Cc1ccc2nc(COc3ccccc3NC(=O)c3ccccc3C)cc(=O)n2c1	15%	-19%	-1%
CCn1c(SCC(=O)N2CCC(C)CC2)nnc1-c1ccccc1O	12%	-10%	i
COc1nc(Oc2ccc(=O)n(-c3ccccc3)n2)nc(N(C)C)n1	u	-8%	i
Cc1ccc2[nH]c3c(=O)n(CC(=O)N(CCN(C)C)Cc4ccccc4)ncc3c2c1	-2%	-3%	-12%
Cc1ccc(NC(=O)CN2C(=O)C(c3ccc(F)cc3)=NC2(C)C)c(C)c1	u	-6%	-12%
COc1ccc(Nc2nc3ccc(Cl)cc3n3nnnc23)cc1OC	2%	-15%	-29%
Cc1ccc2nc(CN3CCN(S(=O)(=O)c4ccccc4)CC3)oc2c1	u	27%	-14%
CCN(C(=O)Cn1c(=O)n(Cc2ccccc2)c(=O)c2c1c1cc(OC)ccc1n2C)c1ccccc1	28%	-5%	-4%
COc1cc(OC)c(NC(=O)CCCn2nc(C)c3sc4ccccc4c3c2=O)cc1Cl	23%	16%	i
Cc1ccc(CNC(=O)C2CCCN(Cc3nc(-c4cccc(C)c4)oc3C)C2)cc1 (stereo not drawn)	11%	12%	-35%[inhibitor]
CC1CCCCN1C(=O)CSc1nc2ccccc2nc1Cc1ccc(Cl)cc1 (stereo not drawn)	0%	25µM*	-15%
COc1ccc(-n2ncc3c(NC4CCCC4)ncnc32)cc1	u	-17%	-18%
Cc1ccc(Cn2c(SCc3ccc(C(=O)N4CCCCCC4)cc3)nc3ccncc32)cc1	-9%	25%	-42%[inhibitor]
Cc1cccc(C(c2sc3nc(-c4ccco4)nn3c2O)N2CCN(c3ccccc3F)CC2)c1 (stereo not drawn)	25%	-6%	24%
CCC1CCCCN1CCCNC(=O)c1c(C)oc2ncn(CC(C)C)c(=O)c12 (stereo not drawn)	13%	14%	i
COC(=O)c1c(Oc2ccc(Br)cc2)nnc(-c2ccccc2)c1-c1ccccc1	1%	2%	-26%
O=C(Nc1ccc2oc(-c3ccccc3)nc2c1)c1ccc2ccccc2c1	19%	-3%	-36%[inhibitor]
CCOc1ccc(N2CC(NC(=O)C3CC3)CC2=O)cc1 (stereo not drawn)	18%	12%	-19%
O=C(NCCc1ccccc1)c1ccc(Cn2c(SCc3ccccc3)nc3cccnc32)cc1	-25%	25%	-1%
COc1ccc2oc(=O)c(C(=O)Nc3cccc(C(=O)O)c3)cc2c1	6%	3%	-22%
COC(=O)c1ccc(NC(=O)N2CCc3c([nH]c4ccccc34)C2c2ccc(C)cc2)cc1 (stereo not drawn)	3%	u	u
Cc1ccc(Cl)cc1NC(=O)CSc1nc2ccccc2c2nc(-c3ccccc3)nn12	21%	6%	0%
Cc1c(C(=O)OC2CCC(C)CC2)[nH]c2c1C(=O)CC(c1ccc(N(C)C)cc1)C2 (stereo not drawn)	5%	-9%	-44%[inhibitor]
Cc1ccc(-c2nn(C)c(=O)c3ccccc23)cc1S(=O)(=O)NCCCN(C)C	12%	-16%	i
Cc1ccccc1Cn1c(=O)n(Cc2ccc3c(c2)OCO3)c(=O)c2oc3ccccc3c21	10%	-23%	-15%
COc1cc(-c2nc3sccn3c2Nc2c(C)cccc2C)ccc1O	10%	38%	i
CC(C)C(=O)Nc1nnc(S(=O)(=O)N(C)Cc2ccc(F)cc2)s1	17%	-6%	i
Cc1ccc(C(=O)N2CCC(c3c[nH]c4ccccc34)(c3c[nH]c4ccccc34)CC2)cc1	9%	-2%	-13%
CS(=O)(=O)N1CCc2cc(C(=O)Nc3ccc(C(F)(F)F)cc3)ccc21	12%	-14%	-23%
COc1cccc(/C=C/c2nc3ccccc3c(=O)n2-c2ccc(C)c(C)c2)c1OC	18%	-3%	-35%[inhibitor]
Cc1cc(N2CCN(c3cccc(C)c3C)CC2)n2nc(C)c(-c3ccc(Cl)cc3)c2n1	11%	3%	-18%
Cc1ccc(-n2c(=O)c3c(cnn3C)n(CC(=O)Nc3cccc(Cl)c3)c2=O)cc1	17%	u	-32%[inhibitor]
CC(C)NC(=O)c1cc2c(Cl)nc3ccccc3c2s1	17%	-6%	-47%[inhibitor]
Cc1ccc(CNC(=O)C2COc3ccccc3C2)cc1 (stereo not drawn)	-32%[inhibitor]	1%	12%
Cc1ccc(CSc2nc3ccccc3c3nc(CCn4c(C)nc5ccccc54)nn23)cc1	22%	-5%	i
CC(=O)c1cccc(NC(=O)CCc2c(C)nc3nc(CN)nn3c2C)c1	25%[9.22 µM]	-19%	0%

(cont.)
Structure	TDP43 rescue	FUS suppressor	PTHR1 ag
COc1ccccc1C(=O)Nc1cccc(OCc2cc(=O)n3ccccc3n2)c1	9%	2%	-10%
Cc1oc(-c2ccccc2F)nc1CS(=O)(=O)CC(=O)N1CCN(c2ccc(Cl)cc2)CC1	7%	u	-92%[inhibitor]
CC(C)CC(=O)Nc1nc2c(s1)CC(C(C)(C)C)CC2 (stereo not drawn)	7%	8%	i
CCOc1ccc(CCNC(=O)C2Cc3ccccc3N2C(=O)CC)cc1OCC (stereo not drawn)	11%	-15%	i
COc1ccc(CC(=O)Nc2sc3c(c2C(=O)Nc2cccc(C)c2)CCCCC3)cc1	14%	17%	u
COc1ccc(S(=O)(=O)c2cn(C)c3cc(N4CCCCCC4)c(F)cc3c2=O)cc1	16%	-27%	-21%
Cc1ccc2oc3c(c(=O)c2c1)C(c1cccc(O)c1)N(CCCN1CCOCC1)C3=O (stereo not drawn)	-22%	-9%	-8%
COc1ccc(N2CCN(C(=O)CCc3c(C)nn(-c4ccc(N5CCCC5)nn4)c3C)CC2)cc1	-2%	2%	-20%
CCCCc1ccc(-n2nc3ccc(NC(=O)c4cc5ccccc5o4)cc3n2)cc1	u	u	-23%
CC(C)CC1N=C2c3ccccc3N=C(SCC(=O)NCCc3ccc(Cl)cc3)N2C1=O (stereo not drawn)	6%	28%	0%
CCc1c(C)sc2c1CCN(C(=O)Nc1cc(OC)c(OC)c(OC)c1)C2c1ccccc1 (stereo not drawn)	4%	43%	i
Cc1nc(-c2ccc(F)cc2)sc1CCNC(=O)c1ccccc1C(F)(F)F	13µM*	34%	-11%
Cc1cnc2c(c1SCC(=O)Nc1ccc(F)cc1F)c(=O)n(C)c(=O)n2C	8%	10%	-8%
O=C(CN1CCSc2ccccc21)N1CCN(c2ccccc2)CC1	30%	-17%	-27%
CCn1nc(C)c2c(-c3ccccc3)cc(=O)n(C(C)C(=O)NCCC(C)C)c21 (stereo not drawn)	u	24%	-2%
CCC(C)NC(=O)Cn1c(=O)n(CCCC(=O)NCc2ccc(C)cc2)c(=O)c2ccccc21 (stereo not drawn)	27%	5%	i
Cc1ccc(NC(=O)CCCn2c(=O)c3cccn3c3ccccc32)c(Cl)c1	-1%	17%	i
COc1ccc(S(=O)(=O)NCCc2nnc3ccc(SCC(=O)Nc4ccccc4C)nn23)cc1	-7%	7%	10%
Cc1cccc(NC(=O)CN2C(=O)C(c3ccccc3)=NC23CCC(C)CC3)c1 (stereo not drawn)	16%	23%	-14%
COc1ccccc1NC(=O)C1=C(C)Nc2c(C(=O)Nc3cccc(C)c3)cnn2C1c1ccccc1C (stereo not drawn)	21%	16%	4%
COc1cccc(-n2c(SCC(=O)Nc3cccc(Cl)c3)nc3c(oc4ccccc43)c2=O)c1	13%	28%	i
Cc1ccc(NC(=O)c2ccccc2Br)c(C(=O)c2ccccc2)c1	u	13%	-70%[inhibitor]
CCc1ccc2c(c1)c(=O)c(S(=O)(=O)c1ccc(F)cc1)cn2CC(=O)Nc1ccccc1OC	15%	-23%	i
COc1ccccc1Cc1nc2ccccc2nc1SCC(=O)N1CCCc2ccccc21	-7%	12%	9%
COc1ccc(N2CCN(C(=O)CSc3n[nH]c(-c4ccccc4)n3)CC2)cc1	5%	13%	i
Cc1ccccc1Nc1c(-c2ccccc2O)nc2sccn12	-3%	u	i
CCOc1ccc(-c2nonc2NC(=O)COc2c(C)cc(C)cc2C)cc1OCC	-30%	12%	-1%
CCc1nc2c(cnn2-c2ccc(C)cc2)c(=O)n1Cc1ccccc1	9%	-3%	-17%
